From PubChem BioAssay
PMI inhibition: human PMI inhibitors, high substrate, primary screen, biochemical, fluorescence intensity, high mannose 6-phosphate (AID 1220); recombinant PMI enzyme, coupled fluorescence intensity; higher % means a stronger effect; one-dose inhibition, % at 20 µM; IC50 in µM for titrated hits; 190,000 compounds, 0.66% hits
b-catenin transl: modulators of beta-catenin nuclear translocation, primary screen, imaging, HeLa cells, immunofluorescence, high-content; 190,000 compounds, 0.3% hits; nuclear translocation activity, % at 5 µM;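 active = nuclear translocation activity above 50% at 5 µM, with a well cell count of 50 or more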;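 also: per-cell ratio of nuclear to cytoplasmic median beta-catenin stain intensity; plate controls were DMSO negative control for no effect and GSK-3 inhibitor IX positive control for full effect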
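Signal – beta-catenin immunofluorescence imaging with DAPI · Test system – human HeLa cell line · Dosing – 5 µM primary single dose, 0.1% DMSO, 0.02–20 µM confirmation series · Measure – % activation, nuclear-to-cytoplasmic median beta-catenin signal ratio per cell · Incubation – 24 h compound exposure at 37°C, 5% CO2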
MT stabilize HCS: microtubule stabilizers in HeLa cells, primary screen, imaging, high-content imaging; HeLa tubulin immunostaining HCS, 24 h; share of cells brighter than vehicle mean+2SD; % tubulin-high responders, % at 10 µM; 200,000 compounds, 0.83% hits; AID 2205, 2009;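 active = plate Z-score above 3 for both tubulin-high and condensed-nucleus cell shares, with cell loss under 80%, at 10 µM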;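 also: anti alpha tubulin signal scored within the nucleus-defined area of each cell; some results filed as inactive read as strong as hits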
PMI inhibitors: inhibitors of human PMI, primary screen, biochemical, fluorescence intensity, coupled assay (AID 1209); Mannose-6-phosphate isomerase (Homo sapiens); purified PMI enzyme, coupled fluorescence intensity; higher % means a stronger effect; inhibition, % at 20 µM, or IC50 in µM where a hit was titrated; 190,000 compounds, 0.42% hits;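 also: plate controls were DMSO vehicle for no effect and wells lacking substrate for full effect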
T cell modulator: modulators of CD8 T cell-vesicle binding, primary screen, mouse 2C CD8+ T cells, flow cytometry; 2C CD8+ T cell-vesicle binding; active compounds read low; calls only at 7 µM; 330,000 compounds, 0.068% hits; AID 2052, 2009;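 active = response, share of CD8 T cells binding vesicles, and their 90th percentile fluorescence all below set limits, cut at about 80% in these data, passing the limit was not always enough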
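Read-out – percent CD8+ FL2 mean versus row control · System – murine 2C transgenic CD8+ T lymphocytes · Times – 1.5 h cell–vesicle binding at 37 °C, then 20 min icy labelling · Control set – naked vesicles low, QL9 vesicles with vehicle high · Detection – cytometric PE anti-B7-1 and Alexa647 anti-CD8 signals after 1% paraformaldehyde fixation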
Ins promoter up: insulin promoter activators in MIN6 cells, imaging, high-content screening, mouse beta cells. MIN6 insulin promoter-GFP reporter; active compounds read high. z-score at 5 µM. 190,000 compounds, 0.3% hits. AID 1625, 2009;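 active = z-score above 3 at 5 µM with at least 500 cells counted in the well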
TNAP activation fold: human TNAP enzyme activators, primary screen, biochemical, luminescent, no phosphate acceptor, uHTS (AID 1001) | purified TNAP, luminescent activation assay, no phosphate acceptor; higher activation fold means a stronger effect | activation fold at 20 µM; hits with a dose series show EC50 in µM | Alkaline phosphatase, tissue-nonspecific isozyme (Homo sapiens) | 200,000 compounds, 0.03% hits; in the data active = activation fold from about 3, or a potency from the dose series; inactive = the rest, 99 in 100 with activation fold below about 1.6; also: many of its hits are not listed in these tables
Lipid droplet: inhibitors of hepatocyte lipid droplet formation, primary screen, imaging, high-throughput imaging, BODIPY stain | AML12 mouse hepatocytes, oleate lipid droplets | inhibition, % at 6.5 µM | 240,000 compounds, 0.4% hits | AID 1656, 2009;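 active = lipid droplet intensity inhibited by at least 50%, with more than 500 cells counted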
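Material – AML12 mouse liver cells · Also added – oleate loading, 100 µM · Compound dosing – 6.5 µM single-point dosing · Times – overnight treatment with compound plus oleate · Measured by – fluorescence imaging, 20x objective, two fields per well · Read-out – percent inhibition of filter-corrected integrated lipid droplet intensity per well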
Autophagy HCS: autophagy modulators in MEF cells, primary screen, imaging, high-content, MEF GFP-LC3; MEF GFP-LC3 puncta imaging; test concentration mostly 10 µM; calls only at 10 µM (by protocol); 190,000 compounds, 0.98% hits; AID 463193, 2010;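 active = percentage of spot-positive cells more than 3 SD above its plate mean, without a fluorescence outlier flag or 80% toxicity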;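 also: spot-positive cell cutoff set from DMSO-treated cells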
Ins promoter up cell count: also measured in Ins promoter up; calls as there; cell count; measured here: cytotoxicity, nuclei count;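 total cells summed across four imaged fields per well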
Lipid droplet cells 6.5 µM: recorded beside Lipid droplet, whose call it bears; cell count; measured here: cell count, cytotoxicity flag;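 cells counted across two imaged fields per well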
b-catenin transl cell count 5 µM: further read-out of b-catenin transl, marked with its call; cell count; measured here: cell count, cytotoxicity flag
T cell modulator vesicle-bound %: also measured in T cell modulator; calls as there; double positive events, %; measured here: CD8+ vesicle-bound cell fraction;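 binding gate set so that unloaded-vesicle control wells show 10% double positive cells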
MT stabilize HCS Hoechst-high %: also measured in MT stabilize HCS; calls as there; % Hoechst-high responders; measured here: nuclear condensation Hoechst responders;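 share of cells brighter than vehicle mean plus two SD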
MT stabilize HCS cytotoxicity %: second read-out of MT stabilize HCS, no call of its own (marks repeat the call); toxicity, %; measured here: cytotoxicity by cell density;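 0% = mean cell density of plate MIN control wells and 100% = no cells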
Autophagy HCS cell loss 18 h: recorded beside Autophagy HCS, whose call it bears; toxicity, %; measured here: cell loss, nuclei count;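 cell loss after 18 h compound exposure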
An asterisk follows results filed as active; i = inactive; x = no result given. Rule as the data show it, unless noted: active = inhibition above about 50%; inactive = the rest.

SMILES	PMI inhibition	b-catenin transl	b-catenin transl cell count 5 µM	MT stabilize HCS	MT stabilize HCS Hoechst-high %	MT stabilize HCS cytotoxicity %	PMI inhibitors	T cell modulator	T cell modulator vesicle-bound %	Ins promoter up	Ins promoter up cell count	TNAP activation fold	Lipid droplet	Lipid droplet cells 6.5 µM	Autophagy HCS	Autophagy HCS cell loss 18 h
CCOCCCNC(=O)C(NC(=O)CNC(C)=O)c1ccc(C)cc1 (stereo not given)	-11%	-2.9	1136	1.1	2.1	4.5	-10%	i	3	-0.03	904	1.1	15	741	i	-2
COc1ccccc1/C=C/C=N/NC(=O)CCC1C(=O)NN=C1C (stereo not given)	3%	-3.8	1171	5.0	1.8	10	2%	i	47	-0.16	1579	1.1	14	692	i	-3
CCC(C(=O)NC1CCCCC1)N(Cc1cccs1)C(=O)c1snc(C(N)=O)c1N (stereo not given)	3%	-0.9	1060	2.9	3.5	7.5	4%	i	66	-0.69	1243	1	-15	679	i	7
CCCCNC(=O)CS(=O)Cc1nc(-c2ccc(C)cc2)oc1C (stereo not given)	-6%	0.3	1127	5.8	4.7	11	-6%	i	31	-1.6	905	1.1	x	x	i	14
CC1=NN(C(C#N)c2ccccc2O)C(C)(C)C1 (stereo not given)	-12%	0.9	999	2.3	0.8	8.2	-8%	i	47	-0.15	1384	1	27	718	i	25
COc1ccc(N2CCN(c3cc(C)c4ccccc4n3)CC2)cc1	5%	-1.5	1118	2.1	2.3	6.4	1%	i	33	-0.07	1092	1	18	690	i	-11
CN1C(=O)COc2ccc(C(=O)c3ccccc3C(=O)O)cc21	-26%	0.8	436	3.1	2.8	4.3	-27%	i	58	0.08	1111	1	4	717	i	6
O=C(C1=C[C@H](c2coc3ccccc3c2=O)C[C@H](OCc2ccc(CO)cc2)O1)N1CCOCC1	14%	-2.3	1170	1.5	1.6	1.6	9%	i	25	-0.8	1417	1	-1	698	i	35
CC1CCC(N2CCN(c3ncccn3)CC2)CC1 (stereo not given)	3%	-0.3	1213	3.9	2.4	2.5	6%	i	13	-0.63	1231	1.1	2	779	i	-2
CC(NC(=O)CN1CCCC1)C12CC3CC(CC(C3)C1)C2 (stereo not given)	7%	x	x	3.2	2.5	4.0	5%	i	16	x	x	1.1	x	x	i	2
O=C(Cn1ccc2ccccc2c1=O)Nc1ccc2c(c1)OCO2	16%	-0.7	916	3.2	1.3	2.3	17%	i	61	0.08	1831	1.1	-4	698	i	-5
C/C(N)=C(/C#N)C(=O)COC(=O)c1ccccc1O	-10%	-0.5	1111	2.8	2.7	7.4	-6%	i	53	0.2	1462	1.1	24	617	i	13
CCN(C(=O)CSc1nc2ccccc2c(=O)n1-c1ccc(C)cc1)C1CCS(=O)(=O)C1 (stereo not given)	2%	1.2	1091	2.8	1.7	2.2	-1%	i	45	-1.3	1286	1.2	-20	639	i	2
CC(O)CNCCNCc1cccs1 (stereo not given)	-1%	1.7	981	2.1	2.0	5.6	-8%	i	10	1.1	1525	1.1	9	689	i	1
CCc1nn(CC(=O)NCCCN(Cc2ccccc2)C(C)C)c(=O)c2cc3sccc3n12	-3%	-2.5	970	2.2	2.0	8.5	2%	i	10	-1.4	980	1.2	x	x	i	9
CCn1nc(C)cc1C(=O)Sc1cccc(Br)c1	x	-0.8	1219	x	x	x	x	i	30	-0.73	1189	x	-3	709	x	x
Cc1ccc2cc(CN(Cc3ccco3)C(=O)NCc3ccccc3)c(=O)[nH]c2c1C	15%	-4.3	1133	4.4	2.7	2.0	26%	i	22	0.57	1196	1	-2	720	i	9
CN(C)CCOCCOc1ccc(Cl)cc1C(C)(C)C	-6%	1.3	989	3.1	2.4	6.9	10%	i	45	0.05	1360	1	-1	684	i	16
O=C(Cc1cccs1)N(CC1CCCO1)C1(C(=O)NC2CCCC2)CCCCC1 (stereo not given)	-6%	x	x	5.7	2.7	6.5	-7%	i	25	0.32	1206	1.1	-63	754	i	-9
O=C(CSc1nc(-c2ccccc2Cl)ns1)NCc1ccco1	7%	1.4	1382	7.6	1.7	1.4	9%	i	13	-0.51	1517	1.1	x	x	i	-30
COc1cc(NC(=O)CCc2c(C)nc3nc(C)nn3c2C)cc(OC)c1	14%	x	x	1.4	1.8	11	12%	i	42	1.1	794	1.2	13	815	i	3
CCOC(=O)C1CCCN(c2c(Nc3ccc(OCC)cc3)c(=O)c2=O)C1 (stereo not given)	-4%	x	x	4.0	1.8	0.5	-9%	i	50	-1.8	996	1.2	x	x	i	-9
Cc1cc(C)cc(OCC(=O)N/N=C\c2cn(C)nc2C)c1	3%	x	x	1.8	3.6	7.1	4%	i	26	-0.08	1162	1	-10	709	i	-11
CN=C(Nc1cc(C)nn1-c1ccccc1)c1ccccc1	12%	-0.9	956	2.2	1.7	1.9	7%	i	36	-0.44	1781	1.2	2	686	i	0
O=C(Nc1ccc(NC(=O)C2CC2)nc1)c1cccs1	11%	0.5	1183	7.4	3.1	6.5	8%	i	36	x	x	1	x	x	i	11
SMILES	PMI inhibition	b-catenin transl	b-catenin transl cell count 5 µM	MT stabilize HCS	MT stabilize HCS Hoechst-high %	MT stabilize HCS cytotoxicity %	PMI inhibitors	T cell modulator	T cell modulator vesicle-bound %	Ins promoter up	Ins promoter up cell count	TNAP activation fold	Lipid droplet	Lipid droplet cells 6.5 µM	Autophagy HCS	Autophagy HCS cell loss 18 h
CC(C)(C)C(=O)Nc1ccc(C(=O)NCc2cccnc2)cc1	-6%	-6.1	1201	1.9	0.8	4.8	-2%	i	28	0.11	1174	1	-12	767	i	2
O=C(Cc1ccc(Cl)cc1)NNC(=O)Nc1cccc2ccccc12	25%	-1.5	1370	2.0	1.0	5.3	17%	i	19	-0.07	1499	1	x	x	i	3
COc1ccc(NC(=O)CSc2nnc(N)n2CC(=O)Nc2ccc(OC)cc2)cc1	-12%	x	x	2.0	2.5	10	-7%	i	51	-0.01	1226	1.1	-23	688	i	-5
COC(=O)c1nnn(-c2nonc2N)c1CSc1ccccn1	8%	-2.8	954	4.8	2.3	1.8	0%	i	22	0.61	1221	1.2	x	x	i	11
CCc1nnc(NC(=O)CN2CCN(c3cccc(OC)c3)CC2)s1	28%	-1.1	1163	3.2	1.8	9.0	8%	i	45	0.29	1267	1.1	-6	751	i	-10
COc1ccc(NC(=O)c2ccccc2[N+](=O)[O-])cc1	-16%	-0.1	1118	4.8	4.2	7.6	-11%	i	39	-0.03	1437	1	7	649	i	8
Cc1ccc(NC(=O)c2cc(C)n(-c3ccccc3)c2C)cc1	9%	3.7	1045	5.4	2.4	5.7	14%	i	31	0.12	1318	1.1	-30	567	i	-5
CNC(=S)N/N=C(\C)c1cccc(C(F)(F)F)c1	-6%	-7.3	1107	1.6	2.3	0.6	-1%	i	40	-0.95	1209	1.2	12	724	i	2
COc1ccc(-c2nn(CCC#N)cc2/C=N/O)cc1	-4%	3.8	1056	2.5	2.2	4.2	-7%	i	28	-0.14	1163	1.1	-16	678	i	-8
O=C(NCCC1=CCCCC1)C1CCN(S(=O)(=O)c2ccccc2)CC1	8%	0.7	1514	2.6	2.5	3.9	10%	i	54	-0.4	1522	1.1	-13	639	i	-6
Cc1[nH]n(-c2ccccc2)c(=O)c1C=NCCc1ccccc1	3%	-0.3	1446	2.7	2.5	5.7	6%	i	13	x	x	1.1	-19	710	i	-7
O=C(NC1CCCCCC1)c1cccs1	12%	x	x	1.7	0.9	9.7	2%	i	16	x	x	1	x	x	i	48
Cc1cc(N)n(-c2nc3ccccc3s2)n1	x	-0.1	1508	2.7	2.8	7.6	x	i	18	-0.18	1355	1.1	2	683	i	2
CCOC(=O)C1=C(C)NC(C)=C(C(=O)OCC)C1/C=C/c1ccccc1	20%	-0.7	1054	3.1	2.0	5.3	20%	i	9	-0.67	1820	1.1	11	707	i	-36

Compounds from the list above with a Cl atom, in the order listed:
SMILES	PMI inhibition	b-catenin transl	b-catenin transl cell count 5 µM	MT stabilize HCS	MT stabilize HCS Hoechst-high %	MT stabilize HCS cytotoxicity %	PMI inhibitors	T cell modulator	T cell modulator vesicle-bound %	Ins promoter up	Ins promoter up cell count	TNAP activation fold	Lipid droplet	Lipid droplet cells 6.5 µM	Autophagy HCS	Autophagy HCS cell loss 18 h
CN(C)CCOCCOc1ccc(Cl)cc1C(C)(C)C	-6%	1.3	989	3.1	2.4	6.9	10%	i	45	0.05	1360	1	-1	684	i	16
O=C(CSc1nc(-c2ccccc2Cl)ns1)NCc1ccco1	7%	1.4	1382	7.6	1.7	1.4	9%	i	13	-0.51	1517	1.1	x	x	i	-30
O=C(Cc1ccc(Cl)cc1)NNC(=O)Nc1cccc2ccccc12	25%	-1.5	1370	2.0	1.0	5.3	17%	i	19	-0.07	1499	1	x	x	i	3

Ordered by length of the SMILES (high to low): part of the list above
SMILES	PMI inhibition	b-catenin transl	b-catenin transl cell count 5 µM	MT stabilize HCS	MT stabilize HCS Hoechst-high %	MT stabilize HCS cytotoxicity %	PMI inhibitors	T cell modulator	T cell modulator vesicle-bound %	Ins promoter up	Ins promoter up cell count	TNAP activation fold	Lipid droplet	Lipid droplet cells 6.5 µM	Autophagy HCS	Autophagy HCS cell loss 18 h
O=C(Cc1ccc(Cl)cc1)NNC(=O)Nc1cccc2ccccc12	25%	-1.5	1370	2.0	1.0	5.3	17%	i	19	-0.07	1499	1	x	x	i	3
COc1ccc(-c2nn(CCC#N)cc2/C=N/O)cc1	-4%	3.8	1056	2.5	2.2	4.2	-7%	i	28	-0.14	1163	1.1	-16	678	i	-8
O=C(NC1CCCCCC1)c1cccs1	12%	x	x	1.7	0.9	9.7	2%	i	16	x	x	1	x	x	i	48
